Screening data: PubChem, several laboratories
PHOSPHO1 block = blocks human PHOSPHO1 phosphatase activity; AID 1565; inhibition, % at 13.3 µM; 290,000 compounds, 1.1% hits; recombinant PHOSPHO1, absorbance phosphatase assay; in the data active = inhibition above about 60%
IMP-1 inh = blocks Pseudomonas aeruginosa IMP-1 metallo-beta-lactamase. purified IMP-1, nitrocefin hydrolysis, epi-absorbance fluorescence. 290,000 compounds, 0.45% hits. inhibition, % at 5.6 µM;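 active = inhibition above the mean plus 3 SD of all compounds in the same screening run, cut at about 4.5% in these data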;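 also: 0% = IMP-1 with DMSO and 100% = DMSO wells lacking enzyme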
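assay system = purified recombinant IMP-1 metallo-beta-lactamase enzyme | schedule = 15 min preincubation plus 25 min reaction at 25 °C | signal = Epi-absorbance fluorescence, 480 nm excitation, 530 nm emission | read-out basis = percent inhibition from optical density relative to buffer-blank wells | controls = IMP-1 with DMSO as 0%, enzyme-free DMSO as 100%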
pCIP destab = lowers stability of the mouse p/CIP coactivator protein; F442A p/CIP-EGFP cells, EGFP fluorescence, 16 h; AID 1984; decrease of EGFP signal, % at 10 µM; 290,000 compounds, 0.01% hits; Q05BA5;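 active = EGFP signal decrease of at least 30% at 10 µM or well 3 SD below plate mean, unless failing retest; inactive = the rest, including hits failing retest or dose response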; also: some compounds called inactive have numbers as strong as hits; many of its hits are not listed in these tables
GPR7 antag = blocks human GPR7 receptor signaling | P48145 | inhibition, % at 4.4 µM | 290,000 compounds, 1.1% hits | GPR7-expressing cells, fluorescence antagonist assay; in the data active = inhibition above about 16%, passing the limit was not always enough;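 also: cells stimulated with the agonist NPW; 0% = agonist with vehicle and 100% = vehicle without agonist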
IDE inh = cellular human IDE inhibition; HEK cells, FAbetaB cleavage, fluorescence polarization; inhibition, % at 5.59 µM; 320,000 compounds, 0.41% hits; AID 434962;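 active = percent inhibition above the average of all tested compounds plus 3 SD, set per screening campaign, cut at about 16% in these data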;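 also: IDE supplied by intact live HEK cells; FP after avidin binding of uncleaved biotin substrate so inhibition keeps polarization high; 0% = DMSO wells and 100% = 60 µM reference IDE inhibitor Ii1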
Target sequence (P14735 whole entry, looked up): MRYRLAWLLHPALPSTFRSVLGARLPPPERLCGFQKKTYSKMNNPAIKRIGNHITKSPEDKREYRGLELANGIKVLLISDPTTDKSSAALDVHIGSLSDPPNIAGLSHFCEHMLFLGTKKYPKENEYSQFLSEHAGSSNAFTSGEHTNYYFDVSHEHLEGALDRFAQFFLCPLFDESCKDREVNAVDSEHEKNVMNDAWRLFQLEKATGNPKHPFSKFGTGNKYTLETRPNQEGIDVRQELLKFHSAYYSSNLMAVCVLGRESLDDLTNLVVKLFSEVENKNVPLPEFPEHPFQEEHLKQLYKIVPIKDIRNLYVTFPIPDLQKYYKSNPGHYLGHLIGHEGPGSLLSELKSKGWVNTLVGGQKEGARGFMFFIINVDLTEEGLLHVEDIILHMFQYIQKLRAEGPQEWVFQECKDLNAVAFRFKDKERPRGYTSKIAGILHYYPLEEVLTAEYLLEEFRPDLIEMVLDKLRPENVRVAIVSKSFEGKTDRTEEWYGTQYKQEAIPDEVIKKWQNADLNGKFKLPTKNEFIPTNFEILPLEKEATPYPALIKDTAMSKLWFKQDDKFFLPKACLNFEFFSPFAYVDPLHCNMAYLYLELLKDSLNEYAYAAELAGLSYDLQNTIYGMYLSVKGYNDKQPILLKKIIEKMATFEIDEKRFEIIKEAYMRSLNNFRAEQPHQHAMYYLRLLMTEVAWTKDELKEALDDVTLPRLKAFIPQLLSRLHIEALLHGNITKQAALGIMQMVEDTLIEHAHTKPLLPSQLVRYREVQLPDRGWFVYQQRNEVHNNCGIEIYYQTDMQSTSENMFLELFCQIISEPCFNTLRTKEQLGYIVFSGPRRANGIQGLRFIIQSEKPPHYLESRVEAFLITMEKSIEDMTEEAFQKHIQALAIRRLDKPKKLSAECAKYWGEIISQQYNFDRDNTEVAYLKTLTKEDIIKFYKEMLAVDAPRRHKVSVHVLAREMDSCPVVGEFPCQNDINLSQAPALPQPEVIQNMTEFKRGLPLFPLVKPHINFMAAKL
IDE act = boosts human insulin-degrading enzyme activity in HEK cells; activation, % at 5.96 µM; AID 493087; 340,000 compounds, 0.073% hits; FAbeta-B cleavage, fluorescence polarization; 0% vehicle, 100% cell-free pure enzyme wells; P14735;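 active = activation above the mean of all tested compounds plus 3 SD, set per screening campaign, cut at about 17% in these data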
M18AAP inhibitor = blocks P. falciparum M18 aspartyl aminopeptidase. AID 1822. recombinant PfM18AAP, H-Glu-NHMec fluorogenic cleavage. 290,000 compounds, 1.2% hits. inhibition, % at 7.35 µM;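 active = inhibition above the campaign mean inhibition over all tested compounds plus 3 SD, cut at about 28% in these data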;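 also: 0% = plate median of test compound wells and 100% = 2 mM ZnCl2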
VIM-2 inh = blocks Pseudomonas aeruginosa VIM-2 metallo-beta-lactamase; purified VIM-2, nitrocefin hydrolysis, epi-absorbance fluorescence; inhibition, % at 5.6 µM; 290,000 compounds, 0.89% hits; AID 1527;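 active = inhibition above the mean of all tested compounds plus 3 SD, cutoff set per screening run, cut at about 7.5% in these data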;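 also: red hydrolysis product quenches plate fluorescence so inhibitors raise well fluorescence; 0% = enzyme with DMSO and 100% = DMSO without enzyme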
NALP1 inh = inhibitors of NALP1 inflammasome in yeast. 280,000 compounds, 0.61% hits. S. cerevisiae NALP1/ASC/caspase-1 growth, X-gal OD620, 72 h. inhibition, % at 10 µM; in the data active = inhibition mostly above about 24%, no sharp cut-off; inactive = mostly below about 32%; also: some compounds called inactive have numbers as strong as hits
Starred values were filed as active, the others as inactive; nt = no result given.

SMILES	PHOSPHO1 block	IMP-1 inh	pCIP destab	GPR7 antag	IDE inh	IDE act	M18AAP inhibitor	VIM-2 inh	NALP1 inh
COc1cccc(CC2(CO)CCN(Cc3cnc(N4CCOCC4)s3)CC2)c1	32.8	0.8	-4.0	-5.9	-3.0	4.2	-7.0	-3.6	5.9
Cc1onc(-c2c(Cl)cccc2Cl)c1NC(=O)NNc1ccccc1	-14.3	-3.3	-1.8	2.1	0.0	-0.2	15.8	-2.5	0.1
COc1ccc(/C=C2/C(=O)N(CC3CCCO3)C(=S)N2C)c(OC)c1 (stereo unspecified)	1.2	-4.8	-6.1	-9.1	-5.6	2.0	-4.5	1.7	nt
CCn1cnc2c1c(=O)n(CC(=O)OC)c(=O)n2Cc1ccccc1	19.9	-3.9	-1.9	4.2	9.7	2.7	-3.0	-7.5	2.6
CCOC(=O)CSc1nc(N)c(C#N)c(-c2cccs2)c1C#N	17.6	-2.0	8.2	2.6	1.6	1.7	1.1	-1.6	9.1
CC(=O)c1ccc(NC(=O)c2ccccc2-c2ccccc2C(=O)O)cc1	19.2	1.0	9.1	26.6*	0.7	6.1	3.0	0.4	31.0
COc1ccc(S(=O)(=O)N2CCN(C(=O)CC(C)C)CC2)cc1	nt	0.2	-0.4	-3.1	-5.2	0.6	-16.6	-0.1	-29.2
CCOC(=O)C(Cc1cc(C(C)=O)ccc1OCC)C(=O)OCC	8.7	-3.0	0.7	5.8	6.0	2.1	-6.1	-2.6	16.9
CCC(=O)Nc1ccc(NCc2ccc(-c3ccccc3)cc2)cc1	18.5	-3.4	-6.1	-5.5	2.0	-6.2	8.0	-4.0	6.6
O=c1c2ccccc2nc(-c2cccc(Cl)c2)n1O	9.7	-1.3	-7.5	-4.7	-3.5	1.7	4.5	-0.1	-23.0
C=CCN(CC=C)c1ccc(N2C(=O)C3CCCCC3C2=O)cc1[N+](=O)[O-] (stereo unspecified)	-16.5	-0.2	-6.1	1.5	-4.4	-1.7	6.5	-0.8	8.8
CCOC(=O)C1CCN(C(=O)/C=C/c2ccc(OC)cc2)CC1	-2.0	-1.0	-3.7	9.3	4.1	-2.5	-2.3	-0.4	-11.3
CCOC(=O)c1sc(NC(=O)CSc2nnc(Cc3ccccc3)o2)c(C#N)c1C	86.1*	-3.5	-4.4	-3.8	-5.2	-10.4	5.4	-2.8	5.1
Nc1nnc(SCCCC(=O)c2ccc(F)cc2)s1	-17.6	-3.1	-7.5	-8.8	10.5	1.6	-12.6	2.6	16.0
Cc1cc(C)cc(N=C2NC(=O)CS2)c1	45.3	-4.2	-1.2	-12.2	1.2	4.2	-0.2	-3.6	10.3

The closing 2 records of the part above are carried over, then new ones follow:
SMILES	PHOSPHO1 block	IMP-1 inh	pCIP destab	GPR7 antag	IDE inh	IDE act	M18AAP inhibitor	VIM-2 inh	NALP1 inh
Nc1nnc(SCCCC(=O)c2ccc(F)cc2)s1	-17.6	-3.1	-7.5	-8.8	10.5	1.6	-12.6	2.6	16.0
Cc1cc(C)cc(N=C2NC(=O)CS2)c1	45.3	-4.2	-1.2	-12.2	1.2	4.2	-0.2	-3.6	10.3
CCC(c1nnnn1C(C)(C)CC)N(CCCN1CCOCC1)Cc1cc2cccc(C)c2[nH]c1=O (stereo unspecified)	21.0	2.4	8.1	3.1	4.2	-5.9	2.9	-2.5	3.5
COc1ccc(NC(=O)C2CCCN(S(=O)(=O)c3cccnc3)C2)c(OC)c1 (stereo unspecified)	0.7	-4.8	-2.4	-1.3	-1.5	0.8	4.5	-4.2	-3.1
O=C(O)c1cc(-c2ccco2)[nH]n1	17.5	-4.5	-8.9	-13.6	-1.4	1.5	8.4	-3.9	-40.1
Cc1ccc(C(=O)N/C(=C\c2ccco2)C(=O)NCC2CCCO2)cc1C (stereo unspecified)	30.1	-3.4	-1.4	2.0	5.0	12.0	5.8	-4.1	4.6
CC(C)NC(=O)COc1ccc2c(c1)C(=O)CC(C)(C)O2	8.9	-3.7	4.2	-3.3	-0.1	4.8	0.1	-3.7	2.6
CCOC(=O)C1(Cc2ccccc2Cl)CCN(C(=O)CN2CCOC2=O)CC1	26.9	-1.6	0.5	-14.0	2.9	7.5	6.5	-0.7	14.4
CS(=O)(=O)N(CC(=O)N1CCN(c2ccccc2)CC1)Cc1ccc(Cl)cc1	7.8	-4.1	1.9	-3.3	-2.2	2.6	2.0	-3.6	24.4
CCC1(C)Cc2c(sc3c2c(=O)n(C)c2nnc(SCc4ccc5c(c4)OCO5)n32)CO1 (stereo unspecified)	25.3	-4.3	-0.6	-4.3	-1.2	6.3	2.6	-1.6	-20.8
Nc1c(-c2ccc(F)cc2)cnn1C1CCS(=O)(=O)C1 (stereo unspecified)	-26.5	-2.7	-3.1	-6.0	2.2	2.3	0.8	0.2	18.2
CC(NC(=O)Cn1cc(C(F)(F)F)cc(Cl)c1=O)c1ccccc1 (stereo unspecified)	32.0	-2.2	-9.6	-2.6	2.1	-1.6	-7.8	-3.6	16.1
CCC(=O)N1CCN(c2ccccc2NC(=S)NC(=O)c2cccc([N+](=O)[O-])c2)CC1	22.8	-1.3	-3.8	-6.1	1.5	-2.3	1.5	-3.1	11.3
CCOc1ccc(C(=O)NCC(=O)N2CCC3CCCCC3C2)cc1OCC (stereo unspecified)	-1.0	-5.7	-1.6	3.6	-2.2	9.4	-3.5	-5.7	11.3
O=C(O)CCCC(=O)Nc1ccc(Oc2cccc(C(F)(F)F)c2)nc1	40.9	-0.8	-18.9	-6.3	3.6	nt	0.1	-4.0	17.9
CCNc1nc(C)cc(COC)c1C#N	8.7	-3.6	-9.9	0.7	4.2	-0.3	7.5	-1.9	11.1
O=C(CC1C(=O)NCCN1Cc1c(F)cccc1Cl)NC1CCCCCC1 (stereo unspecified)	41.2	-4.5	-14.4	-5.5	-3.0	2.9	-0.3	-3.5	nt
O=C(COc1ccc(F)cc1)N(Cc1ccco1)C1CCS(=O)(=O)C1 (stereo unspecified)	31.5	-1.7	4.2	-4.1	3.8	6.0	-3.0	-1.2	-3.1
CC1(C)OC(=O)N(CC(=O)Nc2ccccc2)C1(C)O (stereo unspecified)	15.9	-2.1	-5.4	-4.2	-5.9	1.2	-1.0	-2.9	-2.2
COc1cc(-c2nc(C)c(C(C)=O)n2O)ccc1OCC(=O)Nc1ccc(Cl)cc1	-14.7	-0.9	-6.1	-4.9	2.8	-4.5	-1.2	-3.1	-2.4
CCN1C(=O)CC(N2CCC(Nc3ccc(F)cc3)CC2)C1=O (stereo unspecified)	18.9	-3.8	3.4	-8.9	10.7	-0.7	5.3	-2.3	0.9
OC(CN1CCN(c2cccc(C(F)(F)F)c2)CC1)c1c[nH]c2ccccc12 (stereo unspecified)	45.0	-1.4	-14.0	-11.6	-3.5	7.6	-13.4	-0.9	29.5
CCOC(=O)Cc1cc(=O)n2[nH]c(-c3ccccc3)c(-c3ccccc3)c2n1	10.5	-2.5	-0.2	-13.3	2.9	-1.9	-1.4	-3.7	-23.4
COc1ccccc1-n1c(CNc2c(C)cccc2C)nnc1SCC(=O)N1CCOCC1	-17.9	-3.3	-14.3	-14.7	7.8	-1.7	-0.5	-1.7	12.4
COc1ccccc1-c1cc(C(F)(F)F)nc(N2CCCC2)n1	40.8	-2.2	4.1	-8.8	-2.6	7.5	-0.9	-4.1	38.7
Cc1c(CCO)sc[n+]1CC(=O)OCCC12CC3CC(CC(C3)C1)C2	-4.4	-0.3	5.2	-9.5	8.5	-3.8	-2.8	-1.1	6.4
Cc1ccc2cc(CN(Cc3ccco3)C(=O)C3CCCCC3)c(=O)[nH]c2c1C	-6.0	-2.4	-3.9	-16.5	0.3	-1.5	-0.1	1.0	24.0
COC(=O)Oc1ccc(/C=N/NC(=O)CN(c2ccccc2Cl)S(C)(=O)=O)cc1OC	1.9	-0.9	-13.4	-5.1	-1.6	4.8	9.6	-4.0	-27.9
Cc1ccc2nc(-c3ccc(SCC(=O)Nc4nc(C)cs4)nc3)[nH]c2c1	-7.9	-3.2	-1.3	-3.2	2.1	-3.8	-5.7	-2.0	23.0
O=c1c(-c2nnc(SCc3ccc(Cl)c(Cl)c3)o2)cccn1Cc1ccccc1	28.3	-3.3	-6.2	-4.9	2.9	-1.1	-0.2	-6.6	-8.8
CC1Oc2ccccc2N(CC(=O)NC2CCCCC2)C1=O (stereo unspecified)	30.7	-3.6	-1.8	-7.8	-8.7	4.0	3.8	-2.7	15.9
Cc1cc(C)[n+](-c2ccc(C(C)C)cc2)c2[nH]c(=O)[nH]c(=O)c12	-12.2	-2.6	-3.2	-7.0	2.8	3.4	0.8	-1.1	27.6
O=c1c2ccccc2nc(/C=C/c2cccc([N+](=O)[O-])c2)n1CCCO	nt	-0.8	nt	6.2	0.6	-0.5	-3.7	-3.1	nt
COc1ccc(-n2nnnc2SCC(=O)Nc2ccc(OC)cc2OC)cc1	13.8	0.2	-7.4	-1.4	-1.9	2.1	-14.9	1.9	6.6
O=C(C1=C(O)C(=O)N(CCN2CCOCC2)C1c1cccc(O)c1)c1cc2ccccc2o1 (stereo unspecified)	nt	0.2	-6.4	-5.0	nt	0.6	16.8	1.1	18.9
Cc1nc(NC(=O)COc2ccc(Cl)cc2)sc1C(=O)N(C)C	-19.6	-6.6	-17.2	-4.5	-1.2	nt	-4.8	-1.1	24.8
CCCOc1ccccc1/C=C1\SC(N2CCCCC2)=NC1=O	2.6	0.3	0.5	-7.8	0.5	3.6	15.4	-0.6	18.2
CCC(=O)c1ccc(N2CCN(C(=O)Cc3ccccc3)CC2)c(F)c1	21.5	-3.0	-2.8	1.8	2.2	-5.1	4.4	-3.5	29.7
CSc1ncc(Cl)c(C(=O)Nc2ccccc2Br)n1	32.1	-3.6	-0.1	-16.6	-1.3	3.4	-1.4	-0.5	nt
CCc1ccc(-c2nc(NC(=O)c3ccc(OCC(=O)Nc4ccc(F)cc4)c(OC)c3)sc2C)cc1	7.0	-2.7	4.8	0.4	-2.3	4.9	5.0	-4.4	25.4
COc1ccc(-n2nc(C(=O)NCC(=O)N3CCN(c4ccccn4)CC3)c3ccccc3c2=O)cc1OC	28.3	-3.3	-9.2	-11.5	2.5	5.6	0.8	-1.6	-6.5
CCC(C)NCc1ccc(C(=O)OC)o1 (stereo unspecified)	-11.4	-2.8	-0.5	-10.3	6.2	-3.6	8.8	-2.7	3.9
Cc1ccc(CNC(=O)C(Cc2ccccc2)NS(=O)(=O)c2ccc(Br)s2)cc1 (stereo unspecified)	-5.0	-4.3	-2.2	-18.8	0.6	3.7	-0.8	-2.1	28.9
CCc1ccc(CNC(=O)C2CCC(=O)N(CCc3ccc(Cl)cc3)C2)nc1 (stereo unspecified)	46.2	-2.9	-10.3	-1.3	-0.8	0.7	1.1	-2.0	-56.2
Cc1sc2ncnc(SCC(=O)N3c4ccccc4Sc4ccc(Cl)cc43)c2c1C	-0.2	-0.5	0.5	-7.7	-3.4	1.2	-10.8	-0.3	24.6
O=C(Cn1cc(SCc2cccc(Cl)c2)c2ccccc21)N1CCOCC1	7.7	-3.6	-1.0	-2.7	-7.6	4.0	-0.8	0.1	17.6
